Compound activity from PubChem BioAssay.
Runt-SMMHC FRET – inhibitors of human RUNX1 Runt domain binding to CBFb-SMMHC. 220,000 tested, 0.74% active. AID 1434. Q01196+Q13951. inhibition, % at 20 µM. Cerulean-Runt/Venus-CBFb-SMMHC FRET ratio 530/480, 1 h;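 active = mean inhibition across duplicate retests at 20 µM reaching about 50%, limit read from the data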;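 note: 0% = DMSO wells and 100% = wells with excess untagged CBFb-SMMHC; inhibitors lower the FRET ratio by blocking Runt binding to CBFb-SMMHC; some results filed as inactive read as strong as hits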
TNF necrop inh – inhibitors of TNF-alpha induced necroptosis in Jurkat FADD-/- cells; Jurkat FADD-/- TNF necroptosis rescue, ATP luminescence, 24 h; 0 = TNF only, 100 = no-TNF cells; activation (protection from cell death), % at 10 µM; AID 463075; 220,000 tested, 0.068% active;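 active = activation, meaning protection from cell death, of at least 50% relative to plate controls; inactive = activation below 50%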;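 note: necroptosis triggered by 40 ng/mL TNF-alpha added together with compound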
Mdm2 ligase inh – blocks human Mdm2 ubiquitin ligase activity; Q00987; cell-based MDM2 ubiquitination luciferase reporter, 2 h; 0 = plate control, 100 = twice control, blank-subtracted; signal enhancement, % at 5 µM; 210,000 tested, 0.11% active; AID 1230;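 active = signal enhancement of 30% or more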;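 note: luminescence tracks abundance of the self-degrading MDM2-luciferase fusion protein; higher signal means inhibition of MDM2 E3 ligase activity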
Target sequence (Q00987 whole entry, looked up, the tested form may be a part): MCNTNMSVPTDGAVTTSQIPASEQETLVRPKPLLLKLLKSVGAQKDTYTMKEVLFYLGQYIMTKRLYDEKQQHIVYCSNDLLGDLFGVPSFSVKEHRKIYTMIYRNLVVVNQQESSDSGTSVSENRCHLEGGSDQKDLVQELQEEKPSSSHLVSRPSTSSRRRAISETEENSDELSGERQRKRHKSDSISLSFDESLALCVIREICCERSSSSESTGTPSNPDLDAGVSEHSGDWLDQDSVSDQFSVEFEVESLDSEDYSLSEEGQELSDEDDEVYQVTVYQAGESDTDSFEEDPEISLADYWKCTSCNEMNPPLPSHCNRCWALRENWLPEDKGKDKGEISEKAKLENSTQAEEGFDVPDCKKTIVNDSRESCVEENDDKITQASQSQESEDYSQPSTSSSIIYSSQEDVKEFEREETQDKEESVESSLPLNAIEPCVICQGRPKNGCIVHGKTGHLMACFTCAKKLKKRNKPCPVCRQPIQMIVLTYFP
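System: stable MDM2–luciferase fusion reporter cells / Input: 2000 cells seeded into each well / Schedule: 4 h settle plus 2 h compound, 37 °C / Compound: single-point 5 µM / Buffer or medium: cells held in DMEM / Benchmarks: control and blank well means / Evaluation: percent signal gain over controls, blank-subtracted / Measured by: luciferase luminescence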
EBV gp42 inh – blocks Epstein-Barr virus glycoprotein 42 binding | Q1HVG2 | 220,000 tested, 0.42% active | Fluorescence polarization binding assay, mP read-out | inhibition, % (tested at 21.74 µM); in the data active = inhibition above about 50%
Target sequence (Q1HVG2 whole entry, looked up): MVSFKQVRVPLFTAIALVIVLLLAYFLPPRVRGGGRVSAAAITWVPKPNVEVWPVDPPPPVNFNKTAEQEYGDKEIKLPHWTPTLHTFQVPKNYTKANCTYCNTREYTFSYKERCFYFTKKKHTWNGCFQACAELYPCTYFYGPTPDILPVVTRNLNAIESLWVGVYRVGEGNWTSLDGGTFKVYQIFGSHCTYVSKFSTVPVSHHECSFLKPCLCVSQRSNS
p47phox inh – blocks human p47phox regulatory protein of NADPH oxidases. P14598. p47phox/p22phox peptide binding, fluorescence polarization, 2 h. inhibition, % at 24.7 µM. 220,000 tested, 0.53% active. AID 1274;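 active = inhibition above about 30%, limit read from the data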;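 note: 0% = p47phox with labelled peptide and 100% = labelled peptide alone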
Target sequence (P14598 whole entry, looked up): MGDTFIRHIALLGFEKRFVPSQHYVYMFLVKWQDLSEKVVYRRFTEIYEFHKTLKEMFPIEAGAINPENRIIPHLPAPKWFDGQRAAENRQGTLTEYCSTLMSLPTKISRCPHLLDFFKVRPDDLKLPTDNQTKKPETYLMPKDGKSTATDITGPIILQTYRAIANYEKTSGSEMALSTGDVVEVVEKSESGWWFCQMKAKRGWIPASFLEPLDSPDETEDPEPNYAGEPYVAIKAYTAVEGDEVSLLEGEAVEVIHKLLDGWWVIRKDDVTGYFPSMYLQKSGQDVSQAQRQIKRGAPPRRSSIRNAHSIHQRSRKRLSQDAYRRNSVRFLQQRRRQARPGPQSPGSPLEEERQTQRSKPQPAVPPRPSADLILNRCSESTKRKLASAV
CHOP inh – inhibitors of CHOP induction in ER stress response | CHO-K1 CHOP-promoter luciferase, tunicamycin-induced, 15-18 h | inhibition, % at 10 µM | 220,000 tested, 3.8% active | AID 2732;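 active = compounds that reduced the stress-induced luciferase reporter signal by more than about 70% of percent inhibition, limit read from the data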;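 note: 0% = tunicamycin plus vehicle and 100% = wells without tunicamycin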
TRPN1 ag – agonists of zebrafish TRPN1 channel; AID 1424; 220,000 tested, 0.18% active; HEK293 zebrafish TRPN1-YFP, Fluo-8 calcium fluorescence; 100% = response to 87 µM carbachol; activation, % at 3 µM;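 active = activation above its plate's cutoff, the mean activation of test wells on that plate plus 3 SD, cut at about 19% in these data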;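 note: 0% = DMSO alone and 100% = 87 µM carbachol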
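System: zebrafish TRPN1-YFP in HEK293 cells / Dosing: 3 µM single point / Timing: dye loading 1 h at 37 °C, then 30 min room temperature / Signal: Fluo-8 calcium fluorescence, excitation 470-495 nm, emission 515-575 nm / Read-out basis: percent activation from peak over basal fluorescence ratio, control-normalized / Control set: high carbachol 87 µM, low DMSO alone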
TRPML3 agonist – human mucolipin-3 channel agonism | Q8TDD5 | HEK293 TRPML3-YFP, Fluo-8 calcium fluorescence; 100% = the carbachol control signal | activation, % at 3 µM | 220,000 tested, 0.29% active;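 active = activation above its plate's cutoff, the mean activation of the plate's test wells plus 3 SD, cut at about 12% in these data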;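 note: 0% = DMSO only wells and 100% = carbachol wells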
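Test system: HEK293 cells stably carrying human TRPML3-YFP; Doses: single dose, 3 µM final nominal compound, 0.3% DMSO final; Schedule: dye loading 1 h 37 °C then 30 min ambient, 125 s read; Technique: Fluo-8 calcium fluorescence; Benchmarks: high control carbachol 87 µM, low control DMSO.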
PPC-1+TRAIL kill – compounds killing PPC-1 cancer cells with TRAIL present (potentiator screen, no TRAIL-free arm); PPC-1 cells + TRAIL, ATPLite viability luminescence; cell killing (% activity), % at 4 µM; 220,000 tested, 0.41% active;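 active = cell killing above 50% in the first pass at 4 µM, then a duplicate retest at 5 µM averaging 50% or more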;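 note: plate controls were cells with TRAIL plus DMSO for no effect and medium-only wells lacking cells for full effect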
Starred values were filed as active, the others as inactive.

SMILES	Runt-SMMHC FRET	TNF necrop inh	Mdm2 ligase inh	EBV gp42 inh	p47phox inh	CHOP inh	TRPN1 ag	TRPML3 agonist	PPC-1+TRAIL kill
COc1ccc2nc(NC(=O)CSc3nc4cccnc4n3C)sc2c1	-8.8	2.1	-19.8	-10.2	-15.9	32.4	2.3	1.0	8.4
O=C(Cn1c(NCCCO)nc2ccccc21)c1ccc(Br)cc1	-0.8	2.3	15.1	4.8	-12.1	21.0	-1.1	-0.2	8.0
CC(CN1CCCC1)OC(=O)COc1ccccc1 (configuration not stated)	1.1	-3.6	-11.9	-19.9	-13.0	2.5	0.2	1.2	22.8
CC(C)(C)NC(=O)Cc1ccc(S(=O)(=O)N2CCCC2)s1	-4.9	0.4	-1.1	-41.1	-30.7	4.4	-0.2	0.5	3.8
Cc1ccc(-n2nc3c(c2NC(=O)c2cccs2)CSC3)cc1	-0.2	0.3	-14.6	6.7	-10.0	24.3	-1.6	-0.1	2.5
O=Cc1[nH]c2ccccc2c1N(C(=O)CCl)c1ccc([N+](=O)[O-])cc1	-10.9	-20.3	-3.2	-8.2	-0.7	28.8	5.4	2.8	3.7
COc1ccc(C2C(C(=O)N3CCN(c4ccccn4)CC3)CC(=O)N2c2ccc(OC)cc2)cc1 (configuration not stated)	-0.1	-4.8	-28.0	-17.6	-9.7	-2.5	3.7	0.9	25.5
CCN(CC)S(=O)(=O)c1ccc(NC(=O)CSc2ncnc3ccccc23)cc1	-0.9	2.8	-2.2	-22.6	-47.1	26.1	1.6	0.0	-7.6
CCOC(=O)CC1=C(C#N)C(c2cccnc2)C(C(=O)OCC)=C(N)O1 (configuration not stated)	-6.2	-2.6	4.8	-6.4	-6.1	18.6	-1.0	1.2	25.0
Cc1ccc(OCCCC(=O)NCc2ccco2)c(C)c1	-39.2	0.3	-7.3	-10.3	-7.6	-16.3	-1.3	-0.8	23.1
O=C(c1ccccn1)N1CCN(S(=O)(=O)c2ccccc2)CC1	-1.0	-0.1	-13.0	-9.3	-2.8	1.0	1.1	0.6	-16.3
Cc1cccc(C)c1NC(=S)N(CCCN1CCOCC1)Cc1cccnc1	-0.8	1.0	-7.7	-5.2	-5.2	8.5	-0.5	0.8	14.1
CCOc1ccc(Cn2cc(F)c(=O)[nH]c2=O)cc1	-1.9	4.6	-8.1	-22.4	1.6	12.4	-0.4	0.9	20.1
CCCCc1ccc(NC(=S)N2CCCC(C)C2)cc1 (configuration not stated)	2.9	-2.7	-9.1	-3.0	-17.7	4.4	-1.7	0.3	-15.4
CCOC(=O)c1c(C)[nH]c(C(=O)OCCOc2ccccc2C)c1C	-0.1	0.7	-12.5	15.0	-2.0	74.3*	-0.5	0.2	-10.6
CCOC(=O)c1[nH]c2ccc(OCC)cc2c1NC(=O)CN1CCN(c2ccccn2)CC1	-0.5	-6.2	-12.4	12.1	-12.8	3.2	-0.2	-0.2	15.8
CN1CCN(c2ccccc2NC(=O)c2sc3ccccc3c2Cl)CC1	-1.2	4.0	-15.3	-4.7	1.5	23.7	0.6	0.7	-19.2
O=C(O)CCNC(=O)c1ccc(NC(=O)Cc2ccc(Cl)cc2)cc1	-2.1	2.0	-12.6	-12.0	-7.0	7.0	0.8	0.8	9.1
COc1ccccc1-c1nc(SCC(=O)NCC2CCCO2)c2c(=O)n(C)c(=O)n(C)c2n1 (configuration not stated)	-4.0	0.8	-8.5	-6.0	10.8	20.0	0.6	1.4	10.4
Cc1cc(CN(C)C(=O)c2cc(COc3ccc4ncccc4c3)on2)on1	1.1	-4.7	-31.8	-4.8	-0.6	38.8	11.2	4.9	9.7
Cc1ccc(-c2nnn(CC(=O)N(c3ccccc3F)C(CC(C)C)C(=O)NCC3CCCO3)n2)cc1 (configuration not stated)	-3.3	-4.7	-12.2	-11.1	-11.5	37.3	0.0	0.3	27.9
Cc1cc(C(=O)Nc2c(F)c(F)c(F)c(F)c2F)n(-c2ccccc2)n1	-1.2	-0.1	7.7	-9.8	-12.0	-12.4	-1.0	0.7	-11.3
COc1ccc(C(C#N)N2CCC(c3ccccc3)=N2)cc1OC (configuration not stated)	15.9	-0.5	-11.6	-1.8	-6.4	9.0	1.4	0.8	-4.8
CCN(CC)c1nc2ccccc2nc1-n1nc(C)cc1C	18.4	0.4	-5.4	-4.3	-0.8	-3.3	-2.5	-0.7	-9.3
CCOC(=O)CC(NS(=O)(=O)c1ccc(OC)c(C)c1)c1cccc([N+](=O)[O-])c1 (configuration not stated)	3.2	2.5	-3.8	-5.3	-8.8	-2.9	-2.3	-1.7	9.4
CN(Cc1cnccn1)Cc1ccccc1OCC(O)CN1CCc2ccccc2C1 (configuration not stated)	-0.9	1.7	-9.1	-6.8	-3.4	-2.8	0.6	-0.1	18.7
CCN(CC)CC#CCC(O)(c1ccccc1)c1ccccc1	-0.7	2.2	2.6	4.7	-2.7	25.7	0.6	1.1	6.5
O=c1c2ccccc2nc(-c2ccccc2)n1Cc1ccc(Cl)cc1	-1.4	-0.5	5.5	-8.0	-5.6	11.0	-1.5	0.3	27.4
O=c1c2ccccc2ncn1-c1cccc(Cl)c1	1.5	-2.1	2.4	6.6	-4.7	8.8	-0.2	-0.2	14.5
CCOC(=O)c1c(N2C(=O)CC(Sc3ccccc3C(=O)O)C2=O)sc2c1CCCC2 (configuration not stated)	15.2	-1.5	-15.7	-15.8	-13.5	-15.7	1.3	0.8	9.9

2 of these compounds, reformatted.
Below each SMILES: Runt-SMMHC FRET, TNF necrop inh, Mdm2 ligase inh, EBV gp42 inh, p47phox inh, CHOP inh, TRPN1 ag, TRPML3 agonist, PPC-1+TRAIL kill
> CCN(CC)CC#CCC(O)(c1ccccc1)c1ccccc1
 : -0.7, 2.2, 2.6, 4.7, -2.7, 25.7, 0.6, 1.1, 6.5
> CCOC(=O)CC1=C(C#N)C(c2cccnc2)C(C(=O)OCC)=C(N)O1 (configuration not stated)
 : -6.2, -2.6, 4.8, -6.4, -6.1, 18.6, -1.0, 1.2, 25.0

(further entries)
SMILES	Runt-SMMHC FRET	TNF necrop inh	Mdm2 ligase inh	EBV gp42 inh	p47phox inh	CHOP inh	TRPN1 ag	TRPML3 agonist	PPC-1+TRAIL kill
CCOC(=O)Cn1c(=O)oc2cc(S(=O)(=O)N3CCCc4ccccc43)ccc21	0.9	2.1	-10.8	-6.8	-20.7	59.9	2.7	1.7	5.4
CCOC(=O)c1ccc(-c2ccc(C(=O)Nc3cccnc3)o2)cc1	13.3	-6.6	-14.0	-1.0	-10.6	2.6	2.4	1.1	-2.8
S=C(c1ccc(-c2ccc(Cl)c(Cl)c2)o1)N1CCOCC1	31.6	-0.2	-20.9	-14.6	-28.0	46.6	-0.3	0.1	30.8
COc1c(/C=N/Nc2ccc([N+](=O)[O-])cc2[N+](=O)[O-])c(C)nn1-c1ccccc1	-8.3	-3.5	-7.9	-14.0	7.2	-13.0	0.8	0.0	-4.5
CCCNC(=O)NC(=O)COc1c(F)c(F)cc(F)c1F	-10.4	4.3	-10.0	-15.8	-7.8	10.6	1.2	0.5	11.6
Cn1c(=O)c2c(nc(N3CCCCCC3)n2CC(O)COc2ccc(Cl)cc2)n(C)c1=O (configuration not stated)	-2.2	-5.1	-6.5	-17.7	-10.3	38.3	0.3	-0.1	14.1
Oc1csc(Cc2nc(-c3ccc(Br)cc3)cs2)n1	-88.8	-0.1	-0.8	-5.7	-52.2	-16.4	-0.4	0.2	11.6
COc1cccc(-c2nc(-c3ccccn3)no2)c1OC	-2.3	-0.4	6.8	-2.8	-13.4	-22.8	2.2	-0.1	11.8
CCOC(=O)c1nn(-c2ccc(C)c(C)c2)c(=O)c2c(N)scc12	8.7	-2.1	-12.9	-34.2	-7.9	92.4*	-0.1	0.3	-16.7
COc1cc(-c2n[nH]c(=O)o2)cc(OC)c1OC	-4.2	-0.4	2.1	-30.4	-6.9	25.1	-0.1	-0.1	-1.3
COCc1c(C(=O)OCC(=O)c2c(N)n(CC(C)C)c(=O)n(C)c2=O)oc2ccccc12	1.1	-4.8	-9.1	-22.4	-4.3	45.9	2.2	1.6	16.7
COc1ccc(C2CC(=O)C3=C(C2)Nc2ncnn2C3c2ccccc2)cc1 (configuration not stated)	-0.1	-1.9	-9.9	-11.1	-2.3	-4.7	1.2	1.1	-10.0
COc1ccc(N2CC(C(=O)OCC(=O)c3ccccc3)CC2=O)cc1 (configuration not stated)	0.0	0.0	-5.8	-6.3	-9.8	-1.2	0.2	0.2	4.5
CC1CCCC(NC(=O)CSc2ccc(F)cc2)C1C (configuration not stated)	2.2	4.1	-15.2	-9.7	2.6	16.5	-1.2	-0.4	14.7
O=C(OCc1cccc([N+](=O)[O-])c1)c1cccnc1	-3.6	0.2	-13.3	-9.4	-2.4	17.6	2.0	0.2	-6.7
Cn1c(NCc2ccccc2)nc2c1c(=O)n(Cc1ccccc1)c(=O)n2C	-0.5	1.0	-3.1	3.0	-16.9	39.9	0.5	0.4	4.5
O=C1C/C(=C\c2c(F)cccc2Cl)N2CCC1CC2	-4.9	0.3	-13.5	-9.5	-4.0	3.2	1.4	-0.3	-1.2
Cc1ccc(NC(=O)NCc2ccc3c(c2)OCO3)cc1	-19.3	1.6	26.7	10.8	-10.1	24.3	-2.1	-0.7	-0.5
COc1ccc(NS(=O)(=O)c2cccc(NC(=O)c3ccc(Cl)nc3)c2)cc1	0.4	-5.7	-23.1	4.4	-8.0	46.1	4.8	3.3	27.3
CN(c1ccccc1)S(=O)(=O)c1cccc(NC(=O)COC(=O)C2CCCCC2)c1	-0.5	2.9	3.8	-19.8	-7.1	1.4	-1.2	-0.1	4.0
Cc1ccc(/C=N/NC(=O)c2cccc(S(=O)(=O)Nc3ccccc3Cl)c2)o1	4.5	2.1	-6.7	2.5	-3.4	-1.0	0.1	0.5	4.6
Cc1ccc(S(=O)(=O)/N=C(\CCl)N2CCOCC2)cc1	-6.0	-21.2	-13.3	-13.6	-4.7	-94.5	-0.3	1.2	-1.7
Cc1c(Cl)c([N+](=O)[O-])nn1Cc1ccc(C(=O)N/N=C\c2cc(Cl)ccc2O)o1	-10.5	-3.7	-39.3	-11.1	-19.4	52.3	1.6	0.8	47.4
CCCCC(=O)Nc1ccc(C)c(O)c1	0.5	-14.6	-50.9	-2.6	-21.4	-17.8	-1.7	-0.5	11.2
N#CC1(c2ccccc2)CCCN1C(=O)c1ccc(Br)cc1 (configuration not stated)	-3.3	-0.1	-13.7	0.3	-1.5	8.1	-0.6	-0.5	11.3
Oc1ccc(Nc2nnc(-c3ccc(O)cc3)c3ccccc23)cc1	1.9	-2.0	5.5	11.1	-4.0	28.6	-0.1	0.8	-4.8
N#C/C(=C/c1ccc(-c2cc(C(=O)O)cc(C(=O)O)c2)o1)c1nc2ccccc2s1	68.8*	0.1	-38.3	-115.3	-45.3	2.8	1.6	0.5	-0.4
